MsrA inhibitor – inhibits bovine methionine sulfoxide reductase A; purified bovine MsrA, absorbance read-out; inhibition, % at 15.5 µM; 0.75% of 360,000 active; AID 651718; in the data active = inhibition above about 4.5%;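 also: 0% = vehicle wells with enzyme and 100% = reference inhibitor wells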
E coli Lon inh – inhibitors of E. coli Lon protease. P0A9M0. purified E. coli Lon protease, fluorescence polarization. inhibition, % at 7.94 µM. 0.42% of 360,000 active; in the data active = inhibition above about 13%, passing the limit was not always enough;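 also: 0% = enzyme with probe and DMSO and 100% = no enzyme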
SUMO1 PPI mod – SUMO1-SIM interaction modulation. P63165. SUMO1 binding to a labelled peptide, TR-FRET, 1 h. inhibition, % at 20 µM. 0.33% of 360,000 active. AID 602429; in the data active = inhibition above about 37%
NRP1-CendR mod – alters CendR peptide binding to human NRP-1. O14786. FAM-RPARPAR peptide binding to NRP-1, fluorescence polarization. inhibition, % at 25 µM. 0.85% of 360,000 active;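 active = inhibition or corrected inhibition above about 18%, plus a signal ratio from 0.5 to 1.5, limit read from the data, passing the limit was not always enough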; also: strong numbers were not always called active
STEP inh – blocks human striatal-enriched tyrosine phosphatase. recombinant STEP, OMFP fluorogenic substrate, fluorescence. 0.25% of 360,000 active. inhibition, % at 20 µM. P54829;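 active = inhibition at 20 µM, scaled per plate between control wells, above about 37%, limit read from the data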;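 also: 0% = DMSO with enzyme and substrate and 100% = substrate only without enzyme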
Target sequence (P54829 whole entry, looked up): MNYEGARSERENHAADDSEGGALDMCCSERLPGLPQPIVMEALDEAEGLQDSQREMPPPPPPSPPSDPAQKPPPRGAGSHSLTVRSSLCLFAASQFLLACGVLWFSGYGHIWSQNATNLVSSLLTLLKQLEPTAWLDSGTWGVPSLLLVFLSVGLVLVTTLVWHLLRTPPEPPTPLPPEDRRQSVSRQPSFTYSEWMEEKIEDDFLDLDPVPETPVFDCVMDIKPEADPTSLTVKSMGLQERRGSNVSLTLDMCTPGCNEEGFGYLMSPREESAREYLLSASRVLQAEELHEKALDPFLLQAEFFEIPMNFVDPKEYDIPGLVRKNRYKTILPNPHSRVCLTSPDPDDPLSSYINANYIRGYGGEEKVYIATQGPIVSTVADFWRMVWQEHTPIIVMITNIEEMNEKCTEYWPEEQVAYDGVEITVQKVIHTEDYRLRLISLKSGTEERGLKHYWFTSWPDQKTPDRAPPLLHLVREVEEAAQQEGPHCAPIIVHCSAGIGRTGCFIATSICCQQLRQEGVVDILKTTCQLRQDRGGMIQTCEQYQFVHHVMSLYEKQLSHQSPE
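Assay system: isolated STEP enzyme. Buffer or medium: pH 6.0 Bis-Tris with DTT and Tween 20. Also added: fluorogenic phosphatase substrate OMFP at 25 µM final. Dosing: 20 µM, 1% DMSO. Timing: 20 min reaction, room temperature, in the dark. Measured by: fluorescence intensity, excitation 480 nm, emission 540 nm. Evaluation: normalized % inhibition.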
Tb MetRS inh – blocks T. brucei methionyl-tRNA synthetase activity | purified T. brucei MetRS, ATP depletion, Kinase-Glo luminescence | inhibition, % at 11.9 µM | 0.4% of 360,000 active;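 active = inhibition above a per-plate cutoff of the control wells' mean inhibition plus 3 SD, cut at about 5.5% in these data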;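 also: 0% = DMSO wells median and 100% = median of wells with control inhibitor compound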
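technique = Kinase-Glo luminescence, ATP depletion format | system = purified MetRS (methionyl-tRNA synthetase) enzyme from Trypanosoma brucei | timing = 15 min preincubation, 2 h reaction, all 25 °C | evaluation = percent inhibition versus plate control medians | dosing = single dose, 11.9 µM final nominal, 0.9% final DMSO | also added = substrates ATP, L-methionine and bulk Escherichia coli tRNA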
DNMT1 inh – DNMT1 (human) enzyme inhibition; DNMT1 molecular beacon, Hinp1I cleavage, fluorescence; inhibition (reported as % activation of signal), % at 10 µM; 0.83% of 360,000 active; in the data active = inhibition above about 50%
Scp1 inh – inhibitors of human Scp-1 phosphatase | Q9GZU7 | Recombinant Scp1, phosphopeptide, malachite green phosphate absorbance | inhibition, % at 20 µM | 0.88% of 340,000 active | AID 493091;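 active = inhibition above about 50% at 20 µM, limit read from the data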;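 also: plate controls were DMSO wells with enzyme for no effect and wells lacking enzyme for full effect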
Target sequence (Q9GZU7 76-261 limits assumed): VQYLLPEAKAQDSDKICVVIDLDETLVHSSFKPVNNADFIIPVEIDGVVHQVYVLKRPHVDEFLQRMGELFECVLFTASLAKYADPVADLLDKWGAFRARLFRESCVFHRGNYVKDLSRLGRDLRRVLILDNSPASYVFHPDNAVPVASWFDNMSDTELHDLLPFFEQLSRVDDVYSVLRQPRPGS
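assay system = SCP-1 phosphatase catalytic domain, residues 76-261 | buffer or medium = 50 mM Tris acetate pH 5.5, 0.005% Tween-20, 10 mM MgCl2 | incubation = enzyme reaction 45 min at room temperature, colour 5 min, stabilisation 30 min | signal = Phosphate-binding colour reagent, absorbance read at 630 nm | measure = % inhibition at 20 µM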
bovine MsrA act – bovine methionine sulfoxide reductase A activation | 0.3% of 360,000 active | purified bovine MsrA, absorbance read-out | AID 602163 | activation, % at 10.6 µM; in the data active = activation above about 7.5%;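 also: 0% = vehicle and 100% = reference activator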
LMPTP block – blocks human LMPTP phosphatase; inhibition, % at 20 µM; P24666; 0.22% of 360,000 active; recombinant LMPTP-A, OMFP fluorogenic substrate, fluorescence intensity;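 active = compounds that cut the enzyme signal by at least half of the control window in the single-dose screen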;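 also: plate controls were DMSO wells with enzyme plus substrate for no effect and substrate without enzyme for full effect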
Target sequence (P24666 whole entry, looked up): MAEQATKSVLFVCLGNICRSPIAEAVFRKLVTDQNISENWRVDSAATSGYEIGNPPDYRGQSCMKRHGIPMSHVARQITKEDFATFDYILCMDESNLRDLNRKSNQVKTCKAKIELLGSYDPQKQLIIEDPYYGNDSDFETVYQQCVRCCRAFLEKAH
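Buffer or medium: Bis-Tris pH 6.0, DTT, detergent; Assay system: LMPTP-A enzyme; Quantity: 0.625 nM enzyme; Detection: endpoint fluorescence intensity; Times: 50 min dark incubation at room temperature; Controls: substrate-only low control, DMSO enzyme-plus-substrate high control; Doses: single 20 µM dose; Read-out: percent inhibition versus substrate-only and uninhibited controls; Reagent: 400 µM OMFP.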
An asterisk follows results filed as active. Compounds were not picked by outcome; overall some 4.3% were active at least once.

structure	MsrA inhibitor	E coli Lon inh	SUMO1 PPI mod	NRP1-CendR mod	STEP inh	Tb MetRS inh	DNMT1 inh	Scp1 inh	bovine MsrA act	LMPTP block
Cc1ccc(-c2cc(C(=O)NC3CCN(Cc4ccccc4)CC3)c3ccccc3n2)cc1	-1.2	-2	-3	8	-2	-0.4	1	-2	-7	1.2
O=C(CCN1C(=O)C2CC=C(Cl)CC2C1=O)NCc1ccccc1 (centres undefined)	0.4	-7	-1	11	-2	-0.1	1	10	3	-0.3
S=c1nc(-c2ccc(Cl)cc2)[nH][nH]1	-0.8	1	4	-7	1	-0.9	1	-17	7	0.4
Cc1ccc2cc(NC(=O)c3ccccc3)ccc2n1	-0.1	1	1	0	-1	-2.7	1	-7	-13	0.6
CCCc1n[nH]c2c1/C(=N\O)CCC2	-0.2	-13	1	9	2	-1.1	-3	-5	-5	-1.0
CCCS(=O)(=O)N1CCN(Cc2ccc(OCc3ccccc3)c(OC)c2)CC1	0.8	-1	-1	6	-2	3.4	3	-7	-1	1.2
CCc1cccc(C)c1NC(=O)CCOc1ccccc1	0.0	1	8	2	-2	0.3	-1	-9	-1	-0.7
O=C(C1=C(O)C(=O)N(CC2CCCO2)C1c1ccccc1[N+](=O)[O-])c1ccco1 (centres undefined)	0.7	3	-15	10	0	-0.1	-7	-6	-2	0.2
COCC1CCN(Cc2c(C(=O)N3CCN(C4CCCCC4)CC3)nc3ccccn23)C1 (centres undefined)	-0.3	26*	-5	12	0	-0.4	2	-11	-8	1.3
COc1ccccc1/C=N/NC(=O)CCSc1ccccc1	-0.2	-5	2	-4	-4	0.0	-1	-2	-2	-0.2
O=C(Nc1ccccc1)N1CCCN(Cc2ccccc2F)C1	0.3	-5	-2	3	2	3.2	1	0	1	-5.4
Cn1nnnc1Sc1ncnc2scc(-c3cccc(C(F)(F)F)c3)c12	0.4	-7	6	3	0	-0.3	14	4	-2	-0.2
CCOc1ccc(/C=C/C(=O)N(CC)CC(=O)Nc2ccc3c(c2)OCCO3)cc1OC	2.9	-8	-17	-16	1	-0.4	2	-9	-7	0.6
COc1ccc(C(=O)NCC(=O)OCC(=O)N2CCC(C)CC2)cc1OC	-0.4	5	2	7	-5	0.1	-1	-7	-1	-0.5
Cc1ccc(CNC(=O)COC(=O)c2cncc(Br)c2)cc1	-0.1	-4	3	-11	-2	-0.2	-5	-9	-4	0.2
CCOc1ccc(OCCC(=O)OCC(=O)Nc2ccc(N3CCOCC3)cc2)cc1	1.0	-6	17	-4	-1	-0.7	1	12	-2	0.3
COc1ccc(C(=O)C2CN(c3ccccc3)CC2c2ccc(Cl)cc2)cc1 (centres undefined)	-0.5	7	2	2	8	0.0	-1	-11	-4	3.9
CN(C(=O)CN1C(=O)S/C(=C\c2ccc(F)cc2)C1=O)C1CCS(=O)(=O)C1 (centres undefined)	3.6	7	-38	11	0	-0.7	-2	-6	-5	-0.8
C/C=C(/C)C(=O)Nc1cccc(C2=NOC3(C2)C[C@@H](C(N)=O)N(C(=O)CCCCC)C3)c1 (some centres undefined)	2.1	8	1	-3	-1	-0.1	13	-5	-6	0.1
CCc1ccc2c(c1)C(NC(C)=O)C(=O)N2CCN1CCOCC1 (centres undefined)	1.0	6	9	-36	-6	0.5	3	-2	-8	-0.3
CCOC(=O)C(NC(=O)c1ccc(OC)cc1)(OCC1(CC)COC1)C(F)(F)F (centres undefined)	1.0	5	-1	11	-1	-0.7	-2	-10	3	-0.6
Cc1cccc(OCC(=O)OC(C)C(=O)Nc2ccc(S(=O)(=O)N3CCCCC3)cc2)c1 (centres undefined)	-0.7	0	0	5	-3	-0.5	-5	-8	-9	0.7
COc1ccc2oc(C(=O)OCC(=O)N(C)c3c(N)n(Cc4ccccc4)c(=O)[nH]c3=O)c(C)c2c1	-1.5	3	4	-21	-1	-0.2	-2	2	-4	1.5
COc1ccccc1N(CC(=O)NC1CCCC1)C(=O)CCC(=O)Nc1cc(C)on1	-1.2	5	1	5	-3	-0.1	-1	-2	0	1.6
COc1ccc(-c2noc(CCCC(=O)Nc3ccc(C(N)=O)cc3)n2)cc1OC	0.8	3	1	-3	-2	-0.5	-5	-7	-1	1.3
COc1ccccc1OCC(=O)n1cc(C(=O)c2cc(Cl)cc(Cl)c2O)cn1	-0.4	0	2	0	-6	-0.4	-1	-7	-2	0.1
CCNC(=O)/C(C#N)=C/c1c(N2CCN(c3ccc(OC)cc3)CC2)nc2c(C)cccn2c1=O	0.8	0	-21	1	3	-1.0	-1	-9	0	-0.6
O=C(CCN1CCc2ccccc2C1)Nc1ccccc1F	0.4	5	-7	9	-1	-0.6	0	-8	-2	1.7
N/C(=N\OC(=O)c1ccc(Cl)cc1)c1nonc1N	-1.3	-3	4	-1	-3	0.1	2	-11	-2	-1.3
Cc1scc(C(=O)NNC(=S)NC(C)c2ccccc2)c1C (centres undefined)	0.7	-23	5	-5	0	-0.3	0	-8	2	-1.0

Additional structures follow.
structure	MsrA inhibitor	E coli Lon inh	SUMO1 PPI mod	NRP1-CendR mod	STEP inh	Tb MetRS inh	DNMT1 inh	Scp1 inh	bovine MsrA act	LMPTP block
O=C(N/N=C1/C(=O)c2cccc3cccc1c23)c1ccc(Cl)cc1	0.6	-11	71*	-10	99*	-0.9	96*	95*	-4	94*
NC(=O)c1ccc(NC(=O)CSc2nnc(C3CC3)n2C2CC2)cc1	0.3	-1	0	16	-2	-0.2	5	-10	-2	-0.8
O=C(C[C@H]1C/C=C\CC[C@H](Cc2ccc(F)cc2)C(=O)OC[C@H]2CCCN2C1=O)N[C@@H](CO)Cc1ccccc1	-0.5	40*	2	7	1	-0.3	-3	-11	4	1.8
CCOc1ccccc1CNn1nnnc1N	-0.1	-9	-7	-8	7	-0.8	6	-7	-3	0.1
CCSc1nc2ccccc2n1CCC(=O)O	0.5	-1	-1	-8	-2	-0.9	-1	5	-4	-0.6
CN1CCN(C(=S)c2ccc(-c3cc(Cl)ccc3Cl)o2)CC1	-0.3	-7	-11	5	2	-0.5	-4	-3	-1	0.9
CCC(C)(C)C(=O)Nc1cc([N+](=O)[O-])ccc1F	-1.3	-9	-9	-6	-1	-0.5	6	-2	-3	-0.8
CC(C)C(OC(=O)C1=Cc2ccccc2OC1)C(=O)NC1CCCC1 (centres undefined)	-0.3	7	-5	10	-6	-0.6	1	-13	-4	-0.6
Cc1ccc(C)c(S(=O)(=O)N2CCCC2CNC(=O)C(=O)NC2CCCCCC2)c1 (centres undefined)	0.8	-14	-4	-5	-2	-0.1	2	-3	-1	0.7
Cc1ccc(-c2cc(-c3ccccc3)c(C#N)c(Br)n2)cc1	-0.8	-6	24	1	0	-0.1	7	-9	-4	1.0
CO/N=C/Cc1c([N+](=O)[O-])c(C)nn1C	-0.3	-4	-2	-6	-1	0.3	2	-3	-2	0.1
Cc1cc(NC(=O)CSCC(=O)N2CCN(c3ccccc3)CC2)no1	-0.7	0	5	-5	-2	-0.2	-17	-12	-2	2.0
Cc1cc(N)ccc1-c1cc2ccccc2oc1=O	1.2	-9	1	1	-4	-0.3	-4	-6	-2	-0.8
CN(C)S(=O)(=O)c1ccc2oc(SCC(=O)NCC(F)(F)F)nc2c1	0.1	-9	-2	12	1	-1.6	-1	-4	-11	0.6
Cc1cn(C(=O)C(C)N2C(=O)c3ccccc3C2=O)c(C)n1 (centres undefined)	0.0	-8	-4	-6	-2	0.1	0	-13	2	-0.5
O=C(CNC1CCCCC1)Nc1ccc(Cl)cc1	-0.8	-6	5	0	1	-0.4	-2	-4	0	-1.7
CCCC(=O)Nc1ccc(-c2ccc(NC(=O)CCC)cc2)cc1	0.1	0	-3	18	2	-0.2	4	0	-4	2.9
CCOC(=O)C1CCCN(C(=O)CSc2nnnn2C)C1 (centres undefined)	0.9	10	13	10	-4	-0.2	4	-8	-3	-0.7
CC(C)c1nc(Cl)c(C#N)c2c1COC(C)(C)C2	-0.4	6	-4	-2	0	0.2	2	-8	-3	-0.7
Cc1nc(NC(=O)c2cccnc2Cl)sc1C	-0.3	2	-2	-11	1	-0.2	3	-11	-3	-0.1
Cc1c(NS(=O)(=O)c2cccc(C(=O)NCc3ccncc3)c2)c(=O)n(-c2ccccc2)n1C	-0.6	4	-2	-12	-3	-0.5	1	-2	3	-1.0
Cc1cc([N+](=O)[O-])ccc1NC(=O)C(C)N1CCN(c2ccccn2)CC1 (centres undefined)	0.5	-2	-9	9	-2	-0.4	0	-11	-1	0.3
CCc1nc2ccccc2c(C(=O)OCC(=O)N2CC(C)OC(C)C2)c1C (centres undefined)	0.4	-17	6	-12	-4	-0.3	1	-6	-3	0.2

Part of the list above, with values under each structure.
Below each SMILES – MsrA inhibitor | E coli Lon inh | SUMO1 PPI mod | NRP1-CendR mod | STEP inh | Tb MetRS inh | DNMT1 inh | Scp1 inh | bovine MsrA act | LMPTP block
- CCc1nc2ccccc2c(C(=O)OCC(=O)N2CC(C)OC(C)C2)c1C (centres undefined)
 : 0.4 | -17 | 6 | -12 | -4 | -0.3 | 1 | -6 | -3 | 0.2
- Cc1ccc(C)c(S(=O)(=O)N2CCCC2CNC(=O)C(=O)NC2CCCCCC2)c1 (centres undefined)
 : 0.8 | -14 | -4 | -5 | -2 | -0.1 | 2 | -3 | -1 | 0.7
